Source: PubChem BioAssay (several laboratories)
CR mimetic SO: reduction of superoxide in aged yeast, primary screen, HTS; S. cerevisiae aged cells, superoxide DHE fluorescence; hits give low values; superoxide response (% of plate mean), % at 10 µM; 0.18% of 330,000 active; AID 2690, 2010;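 active = superoxide response under a set limit, about three screen SD below normal, cut at about 65% in these data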;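 note: yeast aged for seven days with compound at 30 °C before DHE staining; 100% = average MFI of all compound-treated wells on the plate with controls excluded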
GLD-1 TGE inh: GLD-1/TGE RNA complex disruptors, primary screen, biochemical, fluorescence polarization; Female germline-specific tumor suppressor gld-1 (Caenorhabditis elegans), Q17339; purified GLD-1 + fluorescein TGE RNA; inhibition, % at 5.96 µM; 0.44% of 320,000 active; AID 2280, 2010;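 active = percent inhibition above a per-plate cutoff, the plate mean of test compounds plus 3 SD, cut at about 30% in these data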;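 note: 0% = DMSO wells with GLD-1 and probe and 100% = wells lacking GLD-1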
AGP1-GFP MLPCN: modulators of AGP1-GFP expression in yeast TOR pathway, primary screen, cell-based, multiplex flow cytometry, S. cerevisiae, MLPCN library; GFP response vs DMSO, % at 10 µM; AID 2066, 2009; 0.02% of 320,000 active; 3 h; GFP as percent of DMSO wells;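 active = GFP response relative to DMSO above a set limit, near screen average plus 3 SD, cut at about 150% in these data; inconclusive = fewer than 70 cells counted for the yeast strain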;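 note: median GFP channel fluorescence of the gated AGP1 strain per well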
MCL1-BIM inh: inhibitors of MCL1 binding to BIM-BH3, primary screen, biochemical, fluorescence polarization. Induced myeloid leukemia cell differentiation protein Mcl-1 (Homo sapiens), Q07820. GST-MCL1 / FITC-Bim-BH3 fluorescence polarization. inhibition, % at 10.9 µM. 0.68% of 320,000 active. AID 2057, 2009;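 active = inhibition above the mean inhibition of all tested compounds plus 3 SD, set per campaign, cut at about 40% in these data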;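 note: 0% = DMSO wells and 100% = unlabeled Bim-BH3 peptide control; higher means more loss of mP so more displacement of Bim peptide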
Bcl-xL primary: inhibitors of human Bcl-xL, primary screen, biochemical, fluorescence polarization, HTS; Bcl-2-like protein 1 (Homo sapiens), Q07817; GST-Bcl-xL / FITC-Bim BH3 peptide fluorescence polarization; inhibition, % at 10.9 µM; 0.7% of 320,000 active;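 active = inhibition above the mean of all tested compounds plus 3 SD, cutoff set per campaign, cut at about 30% in these data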;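 note: 0% = DMSO wells and 100% = unlabeled Bim-BH3 peptide competitor; inhibitors lower millipolarization by displacing the labeled peptide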
VLA-4 inh: inhibition in human VLA-4 binding assay, primary screen, VLA-4 allosteric modulator project, MLPCN library, flow cytometry, VLA-4 expressing cells; Integrin alpha-4 (Homo sapiens), P13612; ligand binding flow cytometry; inhibition, % (about 7 µM as worked out from the volumes in the protocol); 0.2% of 330,000 active; in the data active = inhibition above about 50%
Target sequence (P13612 whole entry, looked up): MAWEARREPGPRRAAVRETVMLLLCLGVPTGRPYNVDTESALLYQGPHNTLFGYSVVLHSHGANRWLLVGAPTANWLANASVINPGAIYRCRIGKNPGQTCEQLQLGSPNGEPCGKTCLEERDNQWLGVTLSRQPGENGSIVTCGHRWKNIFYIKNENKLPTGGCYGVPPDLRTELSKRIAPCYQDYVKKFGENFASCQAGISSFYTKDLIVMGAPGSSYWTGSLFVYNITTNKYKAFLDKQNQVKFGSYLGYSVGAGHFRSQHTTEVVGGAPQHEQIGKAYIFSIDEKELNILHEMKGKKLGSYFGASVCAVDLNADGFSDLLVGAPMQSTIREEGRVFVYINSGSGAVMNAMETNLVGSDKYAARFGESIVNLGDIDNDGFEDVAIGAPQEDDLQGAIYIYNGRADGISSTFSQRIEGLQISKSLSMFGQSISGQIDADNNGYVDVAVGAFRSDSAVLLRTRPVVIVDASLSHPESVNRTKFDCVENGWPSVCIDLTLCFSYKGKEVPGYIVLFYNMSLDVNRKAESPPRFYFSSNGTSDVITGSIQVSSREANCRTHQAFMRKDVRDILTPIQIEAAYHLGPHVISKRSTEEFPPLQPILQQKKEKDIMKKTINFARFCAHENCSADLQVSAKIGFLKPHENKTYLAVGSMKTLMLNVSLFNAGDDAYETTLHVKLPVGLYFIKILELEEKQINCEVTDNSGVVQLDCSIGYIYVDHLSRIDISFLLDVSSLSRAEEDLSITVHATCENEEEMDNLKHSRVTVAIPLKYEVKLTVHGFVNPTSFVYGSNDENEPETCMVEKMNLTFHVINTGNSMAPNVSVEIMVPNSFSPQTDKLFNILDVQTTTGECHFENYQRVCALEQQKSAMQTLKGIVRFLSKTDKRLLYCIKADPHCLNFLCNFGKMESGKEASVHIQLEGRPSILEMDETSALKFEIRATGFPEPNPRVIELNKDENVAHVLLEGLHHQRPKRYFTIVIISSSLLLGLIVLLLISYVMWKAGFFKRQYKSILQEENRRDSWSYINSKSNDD
MEX-5 binding: MEX-5 zinc finger RNA-binding disruptors – biochemical, C. elegans, fluorescence polarization, MLPCN library, primary screen. MEX-5/FITC-TCR2 RNA binding; hits give low values. 0.38% of 300,000 active. Zinc finger protein mex-5 (Caenorhabditis elegans), Q9XUB2. activity score (negative = inhibition of binding), % at 10 µM;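 active = inhibition past about -25% in most replicates, and total fluorescence under double the plate's negative control median, limit read from the data; inconclusive = replicates evenly split on the limit, or fluorescence at least double controls; inactive = too little inhibition in most replicates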;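 note: 0% = DMSO and -100% = 5 µM competing unlabeled TCR2 RNA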
GRK2 inh: compounds blocking aptamer binding on GRK2 – biochemical, human GRK2, bead flow cytometry, HTS, primary screen | Beta-adrenergic receptor kinase 1 (Homo sapiens), P25098 | FAM-aptamer displacement from GRK2 | inhibition of aptamer binding, % at 10 µM | 0.59% of 330,000 active | AID 488847, 2010;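 active = inhibition of aptamer binding above 40%, roughly 3 SD of noise, on plates passing a quality check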;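 note: median bead fluorescence of bound FAM aptamer so fluorescent compounds give negative values; no value below 0 was filed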
CIT2 TOR yeast: modulators of CIT2-GFP expression in yeast, primary screen, S. cerevisiae, GFP fusion, multiplex flow cytometry, MLPCN library | S. cerevisiae CIT2-GFP strain, 3 h; 100 means same as DMSO wells | GFP response vs DMSO, % at 10 µM | 0.065% of 320,000 active | AID 2029, 2009;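 active = GFP response relative to DMSO above a set limit, near the screen mean plus 3 SD, cut at about 150% in these data; inconclusive = Fewer than 70 cells measured for a yeast strain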;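 note: ratio of well median GFP fluorescence to mean of DMSO wells on the plate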
* = called active by the depositor; u = inconclusive; x = no result given; [ ] = another dose, or the depositor's remark.

Every second line gives: CR mimetic SO	GLD-1 TGE inh	AGP1-GFP MLPCN	MCL1-BIM inh	Bcl-xL primary	VLA-4 inh	MEX-5 binding	GRK2 inh	CIT2 TOR yeast
> CCOc1ccc(N2C(=O)/C(=C/c3ccccc3OCC(=O)OC)N(CC(=O)OC)C2=S)cc1
  66.6	-1.7	102.6[may fluoresce red]	2.5	-1.6	4.1	-0.6	3.0	102.8[may fluoresce red]
> CCCn1c(SCC(=O)NC2CC2)nnc1-c1ccccn1
  110.7	-6.3	100.7	-23.7	-13.3	2.1	0.8	3.0	93.3
> O=C(O)c1cc(S(=O)(=O)N2CCN(S(=O)(=O)c3ccc4ccccc4c3)CC2)ccc1Br
  90.7	7.1	92.6	x	x	8.9	x	21.0	89.4
> O=C(O)CCc1ccc(-c2ccccc2)n1Cc1ccco1
  100.4	1.4	100.3	1.0	7.2	16.0	-1.5	7.0	100.8
> Cn1nc(-c2ccc(Cl)cc2)cc1NC(=O)CCCC(=O)O
  78.8	-3.7	93.8	2.3	2.5	2.9	-1.3	0.0	98.0
> CCNC(=S)NNC(=O)c1cc(-c2ccc(OCC)cc2)nc2ccccc12
  76.0	2.3	u	-0.6	0.6	12.9	-1.9	0.0	u
> O=C(COc1ccc(F)cc1Br)NCc1nnc2ccccn12
  104.5	-0.4	93.8	x	x	4.7	x	0.0	95.1
> COc1ccc(Cn2c(N)c(S(=O)(=O)c3cccs3)c3nc4ccccc4nc32)cc1
  98.1	-5.8	105.2	-2.9	1.1	5.7	0.0	2.0	102.5
> O=C(CCc1ccccc1)N1CCN(c2ccccn2)CC1
  102.5	0.9	98.4	-7.4	3.9	-2.8	-1.1	0.0	104.3
> COC(=O)c1sccc1NC(=O)Nc1ccccc1F
  90.7	4.3	92.4	-0.6	4.5	-1.5	-1.1	0.0	105.9
> CCOCCCNc1nc(C)nc2c1nnn2Cc1c(F)cccc1Cl
  97.5	-0.9	104.9	-2.9	2.5	15.5	0.3	0.0	92.1
> CC(=O)N1CCC(C(=O)Nc2ccccc2)(N(Cc2ccccc2)C(=O)c2cccnc2)CC1
  116.6	-3.0	101.0	-3.1	0.4	16.2	1.7	2.0	96.4
> COC(=O)c1c(NC(=O)C2=COCCO2)sc(C)c1C
  96.3	6.7	98.3	5.1	1.1	-14.1	0.0	2.0	103.9
> N#C/C(=C\c1cccs1)C(=O)NCC1CCCO1 (stereo not given)
  95.8	0.7	114.0	1.4	1.0	27.8	-0.9	0.0	100.3
> O=C1Cc2cc(S(=O)(=O)NCc3ccc(F)cc3)ccc2N1
  86.2	-4.9	101.0	x	x	-1.6	x	2.0	97.4

Every second line gives: CR mimetic SO	GLD-1 TGE inh	AGP1-GFP MLPCN	MCL1-BIM inh	Bcl-xL primary	VLA-4 inh	MEX-5 binding	GRK2 inh	CIT2 TOR yeast
> O=C(COC(=O)CNC(=O)c1ccccc1)NCCc1ccccc1
  111.5	-0.9	95.7	-9.4	-1.2	6.2	0.1	3.0	96.0
> Cc1ccc2c(Cl)cc(Cl)c(OCC(=O)Nc3cccc(S(N)(=O)=O)c3)c2n1
  92.8	2.9	118.7	-4.2	0.5	2.6	-1.2	0.0	89.2
> N#Cc1cc2cc3c(cc2nc1N1CCOCC1)OCO3
  98.3	8.7	62.9	17.8	14.8	-13.2	-1.6	0.0	98.2
> CCN(CCS(=O)(=O)c1ccc(Br)cc1)Cc1nc2ccccc2c(=O)[nH]1
  123.1	7.4	88.4	x	x	2.4	x	0.0	89.4
> O=c1[nH]c(SCc2ccc(Cl)cc2)nc2[nH]ncc12
  85.8	1.3	97.7	11.8	3.0	0.0	1.9	5.0	103.2
> Cc1nc2c3ccccc3nc(NNC(=O)CCC(=O)NC3CCCC3)n2n1
  83.6	1.7	102.5	13.0	2.9	9.8	-2.5	0.0	102.3
> C#CCOc1ccc(Br)cc1C(c1c(C)[nH][nH]c1=O)c1c(C)[nH][nH]c1=O
  114.6	2.1	98.1	-0.3	4.8	-5.0	-2.2	0.0	112.3
> CC(=O)c1ccc(OCC(=O)Nc2ccc3c(c2)CCC3)cc1
  73.3	3.6	88.9	0.1	-6.6	5.0	1.9	0.0	88.3
> O=C(Nc1cccc(S(=O)(=O)N2CCCC2)c1)C1CCCN1C(=O)c1cccs1 (stereo not given)
  101.8	2.8	107.7	2.9	-6.9	-1.2	1.1	1.0	79.3
> Cc1ccc2cc(CN(CCN(C)C)C(=O)Nc3ccc(Cl)cc3)c(=O)[nH]c2c1
  85.7	8.0	96.4	-0.3	-3.0	12.0	2.8	0.0	94.6
> CC(C)CN(C(=O)COC(=O)CSc1ccc([N+](=O)[O-])cc1)C1CCS(=O)(=O)C1 (stereo not given)
  99.8	-5.9	103.4	8.3	8.8	5.4	-0.5	4.0	102.7
> Cc1ccccc1S(=O)(=O)N1[C@@H](c2cccc(Cl)c2)C(C(=O)O)=CC[C@H]1c1ccc(Cl)cc1
  92.2	-1.3	85.1	10.0	7.7	0.4	x	0.0	111.2
> CN(CCOc1ccccc1)C(=O)c1cc(S(=O)(=O)N2CCOCC2)ccc1Cl
  93.2	4.2	83.8	1.8	3.8	-4.2	-1.3	1.0	81.8
> COCCNC(=O)c1cccc2c1C(=O)c1ccc(N3CCOCC3)cc1S2(=O)=O
  101.4	1.2	97.8	x	x	6.8	x	0.0	92.9
> N#C/C(=C/c1ccc(Sc2nc3ccccc3[nH]2)o1)c1cccc(F)c1
  130.9	-0.4	94.8	-17.3	-16.7	3.7	1.4	0.0	99.8

Every second line gives: CR mimetic SO	GLD-1 TGE inh	AGP1-GFP MLPCN	MCL1-BIM inh	Bcl-xL primary	VLA-4 inh	MEX-5 binding	GRK2 inh	CIT2 TOR yeast
> O=c1c2ccccc2nc2n1CCS2
  81.7	3.9	104.2	3.1	1.9	5.3	-0.9	4.0	102.1
> CCC(NC(=O)c1ccccc1NC(=O)C(C)(C)C)C(=O)N1CC(C)OC(C)C1 (stereo not given)
  99.2	5.5	102.1	x	x	6.2	x	3.0	105.9
> Cn1c(C2CCCCC2)nc2ccccc21
  104.1	5.2	100.3	9.5	7.5	3.0	-1.9	0.0	99.1
> COc1ccc(OC)c(CCNC(=O)C(=O)Nc2ccc3nc4n(c(=O)c3c2)CCCCC4)c1
  101.3	6.5	96.3	0.1	-3.1	5.9	-0.9	0.0	93.2
> CCOC(=O)CC1C(=O)NCCN1S(=O)(=O)c1ccccc1Cl (stereo not given)
  98.3	-1.0	104.5	4.4	7.2	-7.3	-3.2	2.0	111.0
> Nc1nccnc1C(=O)OCC(=O)NC1CCCc2ccccc21 (stereo not given)
  82.8	13.3	108.3	8.9	8.2	2.2	x	0.0	95.6
> CC(C)(C)c1ccccc1NC(=O)N1CCNC(=O)C1CC(=O)Nc1ccc(F)cc1 (stereo not given)
  108.6	1.4	116.5	2.4	-0.1	-5.1	-1.7	0.0	145.3
> CCCc1cc(=O)[nH]c(SCC(=O)Nc2ccc(C)c(S(=O)(=O)N3CCCCC3)c2)n1
  107.2	2.6	96.4	4.0	2.0	16.2	x	3.0	86.0
> COc1ccccc1-n1cnnc1SCC(=O)Nc1cc(C(C)(C)C)nn1-c1ccccc1
  122.7	7.8	110.3	-3.5	-7.5	5.7	-0.2	6.0	102.2
> C=C(C)CSCc1nc2ccccc2[nH]1
  108.8	0.7	101.7	-1.3	-0.6	17.1	3.0	1.0	98.8
> CCCCCN(C(=O)CCC(=O)OCc1cccc(C(F)(F)F)c1)c1c(N)n(CCCC)c(=O)[nH]c1=O
  98.0	7.2	105.1	-2.7	3.3	10.0	1.8	0.0	105.9
> CSCCC(NC(=O)c1cc(S(=O)(=O)N2CCOCC2)ccc1F)c1nc2ccccc2[nH]1 (stereo not given)
  117.6	3.6	103.5	4.0	-4.9	12.5	x	0.0	97.1
> O=C(Nc1nccs1)c1cccc(NC(=O)c2ccco2)c1
  100.9	-7.0	104.7	7.9	3.2	-10.5	0.5	0.0	108.3
> C/C(=N\OCc1ccccc1)c1c(O)cc(C(C)C)n(-c2ccccc2)c1=O
  105.5	8.5	97.6	-0.3	3.2	19.3	1.6	0.0	87.4
> COCCNC(=S)NN=C1CCCCC1
  107.0	-1.2	102.7	7.8	3.8	5.8	-1.4	2.0	101.2

Every second line gives: CR mimetic SO	GLD-1 TGE inh	AGP1-GFP MLPCN	MCL1-BIM inh	Bcl-xL primary	VLA-4 inh	MEX-5 binding	GRK2 inh	CIT2 TOR yeast
> CCSc1nnc(NC(=O)CSc2nnc(-c3c[nH]c4ccccc34)n2C)s1
  89.5	0.4	100.2	-10.2	1.0	-9.3	1.4	1.0	104.2
> O=C(CN1C(=O)NC2(CCCCC2)C1=O)Nc1ccc(Cl)c(S(=O)(=O)N2CCOCC2)c1
  106.6	2.5	101.0	-15.4	-6.2	-11.0	x	0.0	103.2
> O=C1Nc2ccc(S(=O)(=O)N3CCCC3)c3cccc1c23
  81.4	3.3	100.3	5.7	6.8	4.0	-2.8	1.0	100.3
> Cc1cc(C(=O)NNC(=O)c2cccc(C(F)(F)F)c2)no1
  89.5	-3.2	99.2	-4.3	0.5	23.6	0.5	0.0	94.6
> Cc1c2c(nc3nnnn13)CCCC2
  103.9	-10.0	123.3	-7.6	-3.4	25.4	-2.1	1.0	132.4
> Cc1occc1-c1nnc(SCC(=O)NC2CC2)n1C(C)C
  96.7	2.4	95.9	3.8	-0.8	0.3	0.0	3.0	106.9
> Cc1cccc(C(=O)Nc2ccc3c(c2)C(=O)N(CC(C)C)C3=O)c1
  102.1	-2.0	68.7	-0.4	-0.2	14.1	0.8	1.0	95.8

Six entries out of the list, sorted by number of heavy atoms, falling.
Every second line gives: CR mimetic SO	GLD-1 TGE inh	AGP1-GFP MLPCN	MCL1-BIM inh	Bcl-xL primary	VLA-4 inh	MEX-5 binding	GRK2 inh	CIT2 TOR yeast
> CSCCC(NC(=O)c1cc(S(=O)(=O)N2CCOCC2)ccc1F)c1nc2ccccc2[nH]1 (stereo not given)
  117.6	3.6	103.5	4.0	-4.9	12.5	x	0.0	97.1
> CCCc1cc(=O)[nH]c(SCC(=O)Nc2ccc(C)c(S(=O)(=O)N3CCCCC3)c2)n1
  107.2	2.6	96.4	4.0	2.0	16.2	x	3.0	86.0
> CCC(NC(=O)c1ccccc1NC(=O)C(C)(C)C)C(=O)N1CC(C)OC(C)C1 (stereo not given)
  99.2	5.5	102.1	x	x	6.2	x	3.0	105.9
> CCN(CCS(=O)(=O)c1ccc(Br)cc1)Cc1nc2ccccc2c(=O)[nH]1
  123.1	7.4	88.4	x	x	2.4	x	0.0	89.4
> Cc1cc(C(=O)NNC(=O)c2cccc(C(F)(F)F)c2)no1
  89.5	-3.2	99.2	-4.3	0.5	23.6	0.5	0.0	94.6
> Cn1c(C2CCCCC2)nc2ccccc21
  104.1	5.2	100.3	9.5	7.5	3.0	-1.9	0.0	99.1
